Assay outcomes: PubChem BioAssay, several laboratories
SARS 3CLpro inh – SARS-CoV 3CLpro protease inhibitors, primary screen, biochemical, quenched FRET; Replicase polyprotein 1ab (Severe acute respiratory syndrome coronavirus), P0C6X7; recombinant SARS-CoV 3CLpro, quenched FRET peptide cleavage; inhibition, % at 6 µM; actives 0.14% (n = 290,000); AID 1706, 2009; in the data active means inhibition above about 12%
PriA SSB inh – inhibitors of Klebsiella pneumoniae PriA binding to SSB C-terminal tail, primary screen, biochemical, AlphaScreen | actives 0.6% (n = 430,000) | AlphaScreen SSBct-PriA binding, biotinylated peptide | inhibition, % at 33 µM | PriA–SSB C-terminal tail interaction (Klebsiella pneumoniae); in the data active means inhibition mostly above about 37%, no sharp cut-off; inactive means mostly below about 20%;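 further: plate controls were negative control peptide for no effect and reference peptide for full effect; strong numbers were not always called active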
TcdB GH inh – TcdB glycohydrolase inhibitors, primary screen, biochemical, single point, plate reader; Toxin B (Clostridioides difficile), P18177; TcdB glycohydrolase enzymatic assay; inhibition, % at 9.99 µM; actives 0.24% (n = 350,000); in the data active means inhibition above about 10%
Target sequence (P18177 whole entry, looked up): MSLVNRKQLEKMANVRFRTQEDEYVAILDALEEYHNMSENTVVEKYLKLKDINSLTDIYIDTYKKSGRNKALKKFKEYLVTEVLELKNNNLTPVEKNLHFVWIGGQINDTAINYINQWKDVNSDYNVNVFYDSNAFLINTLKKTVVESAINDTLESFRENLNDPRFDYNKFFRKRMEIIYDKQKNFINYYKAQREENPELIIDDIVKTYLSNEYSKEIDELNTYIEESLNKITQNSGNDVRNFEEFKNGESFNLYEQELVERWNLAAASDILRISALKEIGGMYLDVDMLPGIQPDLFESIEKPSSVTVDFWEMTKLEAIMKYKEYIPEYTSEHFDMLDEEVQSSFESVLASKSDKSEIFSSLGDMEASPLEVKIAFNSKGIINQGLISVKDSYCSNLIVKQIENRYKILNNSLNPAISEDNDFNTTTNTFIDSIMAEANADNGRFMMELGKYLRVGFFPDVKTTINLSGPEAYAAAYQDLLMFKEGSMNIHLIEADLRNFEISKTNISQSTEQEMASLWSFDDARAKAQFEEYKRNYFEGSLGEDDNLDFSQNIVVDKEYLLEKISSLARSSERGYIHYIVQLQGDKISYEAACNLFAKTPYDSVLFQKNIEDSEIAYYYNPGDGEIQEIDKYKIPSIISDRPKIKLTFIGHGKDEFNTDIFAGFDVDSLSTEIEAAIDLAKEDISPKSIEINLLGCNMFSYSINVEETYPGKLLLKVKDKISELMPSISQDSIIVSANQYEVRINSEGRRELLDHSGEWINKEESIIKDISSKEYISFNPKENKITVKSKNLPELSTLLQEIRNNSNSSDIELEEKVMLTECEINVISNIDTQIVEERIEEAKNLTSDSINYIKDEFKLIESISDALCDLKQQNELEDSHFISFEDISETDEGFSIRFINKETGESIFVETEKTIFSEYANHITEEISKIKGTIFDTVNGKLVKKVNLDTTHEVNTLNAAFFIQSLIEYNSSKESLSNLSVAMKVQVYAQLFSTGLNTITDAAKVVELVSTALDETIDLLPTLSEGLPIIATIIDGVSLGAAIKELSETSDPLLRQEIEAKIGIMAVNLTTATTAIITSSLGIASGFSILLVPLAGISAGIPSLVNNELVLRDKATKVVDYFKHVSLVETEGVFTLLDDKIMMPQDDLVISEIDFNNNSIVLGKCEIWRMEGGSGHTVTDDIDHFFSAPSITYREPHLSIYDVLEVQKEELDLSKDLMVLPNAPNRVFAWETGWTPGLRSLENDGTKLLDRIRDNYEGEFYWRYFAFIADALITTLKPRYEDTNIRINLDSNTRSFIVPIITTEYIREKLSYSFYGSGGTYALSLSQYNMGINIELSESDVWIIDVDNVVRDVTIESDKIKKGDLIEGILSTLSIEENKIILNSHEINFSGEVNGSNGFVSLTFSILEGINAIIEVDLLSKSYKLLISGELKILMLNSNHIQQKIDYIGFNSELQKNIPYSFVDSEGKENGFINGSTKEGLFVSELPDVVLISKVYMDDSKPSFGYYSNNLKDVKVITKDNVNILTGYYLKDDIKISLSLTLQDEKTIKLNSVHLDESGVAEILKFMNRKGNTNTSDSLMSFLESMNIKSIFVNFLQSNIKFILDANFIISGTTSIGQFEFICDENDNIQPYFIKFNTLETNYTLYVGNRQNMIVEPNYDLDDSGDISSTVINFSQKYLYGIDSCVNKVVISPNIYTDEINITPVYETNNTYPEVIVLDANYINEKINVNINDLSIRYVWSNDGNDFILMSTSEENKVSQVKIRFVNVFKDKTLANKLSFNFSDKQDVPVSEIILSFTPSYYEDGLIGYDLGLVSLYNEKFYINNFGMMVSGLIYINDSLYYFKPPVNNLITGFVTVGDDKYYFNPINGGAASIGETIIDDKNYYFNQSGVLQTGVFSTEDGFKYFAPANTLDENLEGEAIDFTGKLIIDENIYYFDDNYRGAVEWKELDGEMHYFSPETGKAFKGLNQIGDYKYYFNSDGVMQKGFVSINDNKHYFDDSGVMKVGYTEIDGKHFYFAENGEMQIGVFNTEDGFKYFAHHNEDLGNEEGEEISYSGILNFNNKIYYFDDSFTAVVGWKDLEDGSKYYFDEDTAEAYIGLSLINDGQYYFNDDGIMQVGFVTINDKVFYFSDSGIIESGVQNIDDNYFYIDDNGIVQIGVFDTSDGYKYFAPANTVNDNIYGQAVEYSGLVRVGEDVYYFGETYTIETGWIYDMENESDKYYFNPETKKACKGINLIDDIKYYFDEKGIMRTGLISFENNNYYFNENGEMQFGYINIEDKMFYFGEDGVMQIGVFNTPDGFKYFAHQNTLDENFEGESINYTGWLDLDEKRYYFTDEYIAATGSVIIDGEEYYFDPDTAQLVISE
CCHFV vOTU inh – CCHFV vOTU protease inhibitors, primary screen, biochemical, Pep-AMC substrate, fluorescence; Crimean-Congo hemorrhagic fever virus L polyprotein viral ovarian tumor (vOTU) protease …; AID 651958, 2012; inhibition, % at 11.5 µM; actives 0.55% (n = 370,000); in the data active means inhibition above about 30%; further: 0% = vehicle wells with enzyme and 100% = no enzyme wells
BH1578 lux ind – inducers of Vibrio cholerae quorum light production without autoinducers, primary screen, BH1578 luxS cqsA deficient, single point | actives 0.16% (n = 350,000) | V. cholerae BH1578 lux reporter, luminescence, 6 h | activation, % at 18.7 µM; in the data active means activation mostly above about 9.7%, no sharp cut-off; inconclusive means no clear call, values can overlap the other calls; inactive means mostly below about 3.7%; further: not every result past the cut was called active; inactives centre near 0; reference of the scale not given here
PfHsp40 yeast – rescue of yeast from PfHsp40 toxicity, primary screen, S. cerevisiae, ATP luminescence. growth rescue, % at 12.5 µM. S. cerevisiae expressing PfHsp40, growth rescue. actives 0.68% (n = 340,000); in the data active means growth rescue above about 28%, passing the limit was not always enough; inconclusive means no clear call, values can overlap the other calls;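 further: yeast W303a lacking pdr1 and pdr3 grown in galactose medium; growth measured after three days at 30 °C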
Anthrax LF prot – Bacillus anthracis LF protease inhibitors, primary screen, biochemical, multiplex microsphere, MLPCN library; actives 0.12% (n = 360,000); Lethal factor (Bacillus anthracis), P15917; multiplex microsphere protease cleavage assay; inhibition, % at 10 µM; further: plate controls were buffer without enzyme for full effect and enzyme alone for no effect
BoNT A protease – BoNT/A light chain protease inhibitors, primary screen, biochemical, flow cytometry, MLPCN library; inhibition, % at 10 µM; multiplex microsphere protease substrate cleavage; AID 588499, 2011; Botulinum neurotoxin type A light chain protease (Clostridium botulinum A str. ATCC 3502); actives 0.17% (n = 360,000); further: plate controls were buffer without enzyme for full effect and enzyme alone for no effect
DUSP3 inh – VHR1 phosphatase inhibitors, primary screen, biochemical, absorbance, uHTS; recombinant VHR phosphatase, pNPP absorbance; inhibition, % at 13.3 µM; actives 0.52% (n = 290,000); in the data active means inhibition above about 50%; further: some compounds called inactive have numbers as strong as hits
Y pestis TopoI – Yersinia pestis topoisomerase I inhibitors, primary screen, biochemical, cleavage product accumulation, plate reader, single point | DNA topoisomerase I (Yersinia pestis CO92) | Y. pestis Topo-I cleavage product accumulation | activity, % at 10 µM | actives 0.064% (n = 360,000); in the data active means activity above about 50%, passing the limit was not always enough; inconclusive means no clear call, values can overlap the other calls; further: inactives centre near 2
Starred values were filed as active, the others as inactive. Unless noted, no stated cut-off is given here; in the data, active means inhibition above about 30%; inconclusive means no clear call, values can overlap the other calls; inactive means below that. Not all compounds are listed; count on the stated rates, not on these rows.

How did COCCCNC(=O)CCC(=O)NNc1nc2ccccc2c2nc(C)nn12 do in these assays?
SARS 3CLpro inh: 1.9; PriA SSB inh: 5.9; TcdB GH inh: 0.2; CCHFV vOTU inh: 7.3; BH1578 lux ind: -5.6; PfHsp40 yeast: -0.1; Anthrax LF prot: 0.2; BoNT A protease: -0.1; DUSP3 inh: 10.8; Y pestis TopoI: -5.5

How did COc1ccc(-n2nc3c(N4CCC(C(=O)NCCc5ccccc5C)CC4)nnc(C)c3c2C)cc1 do in these assays?
SARS 3CLpro inh: -4.2; PriA SSB inh: -24.3; BH1578 lux ind: -0.2; PfHsp40 yeast: -0.3; DUSP3 inh: 5.5; Y pestis TopoI: 13.9

What do the screens show for `CCC(=O)NC(=S)NNC(=O)c1ccc(O)cc1`?
SARS 3CLpro inh: 0.0; PriA SSB inh: -0.9; TcdB GH inh: 1.2; CCHFV vOTU inh: 8.8; BH1578 lux ind: -0.9; PfHsp40 yeast: -1.5; Anthrax LF prot: 1.9; BoNT A protease: -0.7; DUSP3 inh: 4.0; Y pestis TopoI: -10.3

How did COC(=O)c1ccc(C(=O)OC)c(NC(=O)/C=C/C(=O)O)c1 do in these assays?
SARS 3CLpro inh: 2.7; PriA SSB inh: -1.8; TcdB GH inh: 1.1; CCHFV vOTU inh: -121.3; BH1578 lux ind: -2.3; PfHsp40 yeast: -0.4; Anthrax LF prot: -0.8; BoNT A protease: -0.9; DUSP3 inh: 17.2; Y pestis TopoI: 7.3

How did O=C(c1cccc(S(=O)(=O)NCc2ccccc2)c1)N1CCCCC1 do in these assays?
PriA SSB inh: -2.7; TcdB GH inh: 0.4; CCHFV vOTU inh: 13.4; BH1578 lux ind: inactive; PfHsp40 yeast: -0.2; Anthrax LF prot: -6.8; BoNT A protease: -34.9; Y pestis TopoI: 6.8

Results for CCc1ccc(N2CC(C(=O)OCC(=O)Nc3ccc(C#N)cc3)CC2=O)cc1 (stereo not drawn) ?
PriA SSB inh: -9.4; TcdB GH inh: 0.6; CCHFV vOTU inh: -5.2; BH1578 lux ind: inactive; PfHsp40 yeast: 1.6; Anthrax LF prot: -3.3; BoNT A protease: 0.0; Y pestis TopoI: 0.5

Results for S=c1[nH]nc(CSCc2ccccc2Cl)n1-c1ccccc1 ?
SARS 3CLpro inh: 8.3; PriA SSB inh: 1.3; CCHFV vOTU inh: 4.4; BH1578 lux ind: -0.5; PfHsp40 yeast: 0.2; Anthrax LF prot: inconclusive; BoNT A protease: -0.5; DUSP3 inh: 0.2; Y pestis TopoI: 10.6

How did CCCCCCCCN1C(=O)[C@H](CC(=O)NCC2CCCCC2)C[C@@]2(C(=O)OCC)CCCC=C12 do in these assays?
TcdB GH inh: 0.7; CCHFV vOTU inh: 20.4; Anthrax LF prot: 3.4; BoNT A protease: -0.8

How did Cc1cc2ccccn2c1C(=O)c1ccc(Cl)c([N+](=O)[O-])c1 do in these assays?
SARS 3CLpro inh: -1.8; PriA SSB inh: -8.9; TcdB GH inh: 0.3; CCHFV vOTU inh: -11.8; BH1578 lux ind: -0.3; PfHsp40 yeast: -0.3; Anthrax LF prot: 1.4; BoNT A protease: 0.9; DUSP3 inh: 9.9; Y pestis TopoI: 15.3

How did CCCc1cc(=O)[nH]c(SCC(=O)c2cc(C)n(C(C)COC)c2C)n1 (stereo not drawn) do in these assays?
SARS 3CLpro inh: -1.0; PriA SSB inh: -14.2; CCHFV vOTU inh: 6.0; BH1578 lux ind: -0.4; PfHsp40 yeast: -1.2; Anthrax LF prot: inconclusive; BoNT A protease: inconclusive; Y pestis TopoI: 11.1

Results for O=C(Nc1ccc(-c2cn3ccsc3n2)cc1)C1COc2ccccc2O1 (stereo not drawn) ?
SARS 3CLpro inh: 0.3; PriA SSB inh: 31.5; CCHFV vOTU inh: 17.3; BH1578 lux ind: inactive; PfHsp40 yeast: inconclusive; Anthrax LF prot: -1.7; BoNT A protease: -0.1; DUSP3 inh: 26.1; Y pestis TopoI: 8.0

How did COc1ccc(NC(=O)Cc2ccc(C)cc2)cc1S(=O)(=O)N1CCCCC1 do in these assays?
PriA SSB inh: -0.3; TcdB GH inh: 1.4; CCHFV vOTU inh: -12.7; BH1578 lux ind: -2.6; PfHsp40 yeast: 0.4; Anthrax LF prot: -0.1; BoNT A protease: 2.3; Y pestis TopoI: 24.4

What do the screens show for `COc1cccc(OCc2nc3ccccc3[nH]2)c1`?
SARS 3CLpro inh: -2.9; PriA SSB inh: -7.9; TcdB GH inh: 2.4; CCHFV vOTU inh: 6.7; PfHsp40 yeast: 0.8; Anthrax LF prot: -11.5; BoNT A protease: -1.1; DUSP3 inh: -7.8; Y pestis TopoI: -4.7

Results for CCN1CCN(c2ccc(N)cc2C)CC1 ?
SARS 3CLpro inh: -3.5; PriA SSB inh: 36.1; TcdB GH inh: -3.3; CCHFV vOTU inh: -9.2; BH1578 lux ind: inactive; PfHsp40 yeast: 1.2; Anthrax LF prot: -20.1; BoNT A protease: -0.4; DUSP3 inh: 18.1; Y pestis TopoI: -36.7

Results for CC1=C(C#N)C(NC(=O)C(C)(C)C)(C(F)(F)F)C(=O)N1 (stereo not drawn) ?
SARS 3CLpro inh: 0.4; PriA SSB inh: -2.4; CCHFV vOTU inh: 3.3; BH1578 lux ind: inactive; PfHsp40 yeast: -0.2; Anthrax LF prot: -1.3; BoNT A protease: -2.0; DUSP3 inh: 23.7; Y pestis TopoI: 8.9

Results for CCC(=O)Nc1nnc(-c2ccc(Cl)s2)o1 ?
SARS 3CLpro inh: -4.8; PriA SSB inh: 3.6; TcdB GH inh: 0.6; CCHFV vOTU inh: -1.4; BH1578 lux ind: -0.6; PfHsp40 yeast: 1.1; Anthrax LF prot: -1.7; BoNT A protease: -0.1; DUSP3 inh: 7.7; Y pestis TopoI: -0.5

How did S=C(Nc1ccccc1)Nc1cccc(Cl)c1Cl do in these assays?
SARS 3CLpro inh: 2.1; PriA SSB inh: -28.5; TcdB GH inh: -0.4; CCHFV vOTU inh: -6.6; BH1578 lux ind: inactive; PfHsp40 yeast: -1.1; Anthrax LF prot: 4.5; BoNT A protease: -0.4; DUSP3 inh: 26.9; Y pestis TopoI: 5.6

What do the screens show for `Cc1[nH]c(=O)[nH]c(=O)c1S(=O)(=O)Nc1cccc([N+](=O)[O-])c1C`?
SARS 3CLpro inh: -2.0; PriA SSB inh: -1.4; TcdB GH inh: 0.3; CCHFV vOTU inh: 3.8; BH1578 lux ind: -8.3; PfHsp40 yeast: -2.0; Anthrax LF prot: -17.0; BoNT A protease: -4.0; DUSP3 inh: 5.3; Y pestis TopoI: -1.7

How did COC(=O)C1=C(C)N(Cc2ccccc2)C(=NCCc2c[nH]c3ccccc23)N[C@H]1c1cccc(C(F)(F)F)c1 do in these assays?
PriA SSB inh: 31.0; BH1578 lux ind: -3.7; PfHsp40 yeast: -0.6; Anthrax LF prot: -1.2; BoNT A protease: -1.3; Y pestis TopoI: -27.1

What do the screens show for `CC(CNC(=O)c1ccc(OC2CCN(Cc3ccccn3)CC2)cc1)c1ccccc1` (stereo not drawn)?
SARS 3CLpro inh: 1.1; TcdB GH inh: 1.7; CCHFV vOTU inh: 13.3; BH1578 lux ind: -0.3; PfHsp40 yeast: -0.8; Anthrax LF prot: -0.1; BoNT A protease: -5.5; DUSP3 inh: -3.0; Y pestis TopoI: 23.4

Results for CCOC(=O)C1CCN(CC(=O)Nc2c(C(=O)OC)n(C)c3cccc(C)c23)CC1 ?
SARS 3CLpro inh: -4.5; PriA SSB inh: 4.0; CCHFV vOTU inh: 7.7; BH1578 lux ind: inactive; PfHsp40 yeast: 2.5; Anthrax LF prot: -1.3; BoNT A protease: -0.9; DUSP3 inh: 17.0; Y pestis TopoI: 9.5

What do the screens show for `O=C(CSc1nnnn1C1CCCC1)Nc1ccccc1N1CCOCC1`?
SARS 3CLpro inh: 0.2; PriA SSB inh: -9.8; TcdB GH inh: 1.9; CCHFV vOTU inh: 6.2; BH1578 lux ind: -0.1; PfHsp40 yeast: -0.3; Anthrax LF prot: -4.6; BoNT A protease: -0.1; DUSP3 inh: 2.0; Y pestis TopoI: -5.5

How did COc1ccc(N(CC(=O)NCc2ccc3c(c2)OCO3)S(C)(=O)=O)cc1OC do in these assays?
SARS 3CLpro inh: -1.1; PriA SSB inh: -10.1; TcdB GH inh: 0.3; CCHFV vOTU inh: -16.6; BH1578 lux ind: inactive; PfHsp40 yeast: -1.1; Anthrax LF prot: -3.0; BoNT A protease: 0.7; DUSP3 inh: 28.5; Y pestis TopoI: -2.2

How did Nc1nc(Cl)c2ncn(C3OC(CO)C(O)C3O)c2n1 (stereo not drawn) do in these assays?
PriA SSB inh: 0.8; TcdB GH inh: 2.9; CCHFV vOTU inh: 14.2; BH1578 lux ind: inactive; PfHsp40 yeast: -0.1; Anthrax LF prot: -10.4; BoNT A protease: -0.2; Y pestis TopoI: 6.4

What do the screens show for `COc1cc(C(NC=O)C(=O)Nc2c(C)cccc2C)ccc1O` (stereo not drawn)?
SARS 3CLpro inh: 5.7; PriA SSB inh: -9.2; TcdB GH inh: 0.9; CCHFV vOTU inh: 6.1; BH1578 lux ind: -2.4; PfHsp40 yeast: -0.4; Anthrax LF prot: -9.1; BoNT A protease: -0.3; DUSP3 inh: -2.8; Y pestis TopoI: 0.1

Results for CSCC[C@H](NC(=O)OC(C)(C)C)C(=O)N/N=C/c1ccc2nccnc2c1 ?
SARS 3CLpro inh: -4.7; PriA SSB inh: inactive; TcdB GH inh: -1.1; CCHFV vOTU inh: 4.8; BH1578 lux ind: inactive; PfHsp40 yeast: 1.2; Anthrax LF prot: 15.5; BoNT A protease: inconclusive; DUSP3 inh: 6.1; Y pestis TopoI: -4.1

Results for O=C(CCc1nc2ccccc2c(=O)[nH]1)N1CCN(S(=O)(=O)c2ccc(Cl)c(C(F)(F)F)c2)CC1 ?
PriA SSB inh: -10.9; TcdB GH inh: 1.0; CCHFV vOTU inh: -10.8; BH1578 lux ind: inactive; PfHsp40 yeast: 0.2; Anthrax LF prot: -2.6; BoNT A protease: 2.7; Y pestis TopoI: 32.2

Results for N#Cc1ccc(Oc2cccnc2)cc1C#N ?
SARS 3CLpro inh: -2.1; PriA SSB inh: -11.2; CCHFV vOTU inh: 13.0; BH1578 lux ind: 3.1; PfHsp40 yeast: -0.5; Anthrax LF prot: 0.8; BoNT A protease: 0.0; DUSP3 inh: 6.2; Y pestis TopoI: 2.2

Results for CC1CCc2cc(F)ccc2N1C(=O)c1cccnc1 (stereo not drawn) ?
SARS 3CLpro inh: -4.1; PriA SSB inh: 8.6; TcdB GH inh: 0.9; CCHFV vOTU inh: -6.5; BH1578 lux ind: -0.3; PfHsp40 yeast: -1.8; Anthrax LF prot: -15.1; BoNT A protease: -4.3; DUSP3 inh: 13.9; Y pestis TopoI: 6.0
